Eya2 phos inh: qHTS Assay for Inhibitors of the Phosphatase Activity of Eya2; Potency, µM (top dose mostly 76.9 µM), for the others: at the highest dose activity, negative = inhibition, most hits filed as inhibitors; 330,000 tested, 0.006% active; recombinant Eya2, OMFP fluorescence dephosphorylation (OMFP is methylfluorescein phosphate); also: potency is read from the fitted curve at half-maximal effect; % is scaled to controls: 0 for no effect and ±100 for the full control effect
Target sequence (O00167 whole entry, looked up): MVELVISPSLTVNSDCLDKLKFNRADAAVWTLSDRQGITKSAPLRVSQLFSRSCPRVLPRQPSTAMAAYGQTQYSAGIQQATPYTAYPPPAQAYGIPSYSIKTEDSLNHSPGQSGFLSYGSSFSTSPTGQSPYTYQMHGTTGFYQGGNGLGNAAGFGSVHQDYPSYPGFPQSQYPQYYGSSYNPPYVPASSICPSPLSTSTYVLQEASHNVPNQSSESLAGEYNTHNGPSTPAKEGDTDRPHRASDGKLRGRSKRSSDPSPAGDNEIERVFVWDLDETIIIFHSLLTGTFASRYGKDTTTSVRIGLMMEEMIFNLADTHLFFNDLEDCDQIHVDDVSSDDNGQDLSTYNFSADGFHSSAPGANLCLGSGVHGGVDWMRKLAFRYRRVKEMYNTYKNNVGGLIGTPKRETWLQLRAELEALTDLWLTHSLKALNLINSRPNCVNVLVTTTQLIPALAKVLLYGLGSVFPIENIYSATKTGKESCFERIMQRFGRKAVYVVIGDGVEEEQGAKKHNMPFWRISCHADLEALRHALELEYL
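Eya2 protein (added as 0.2 uM solution) was preincubated with compound for 10 min at ambient temperature in 50 mM HEPES pH 7.5, 50 mM NaCl, 5 uM MgCl2, 0.05% BSA, 1 mM DTT. OMFP (added at 50 uM) then reacted 10 min; fluorescence read at 485/525 nm.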
B2AR arrestin: qHTS assay of beta-arrestin-biased ligands of beta2-adrenergic receptor; Beta-2 adrenergic receptor (Homo sapiens), P07550; beta-arrestin recruitment to beta2AR, cell-based reporter; Potency, µM (highest dose often 46.1 µM), for the others: at the top dose activation, hits mostly activators; 330,000 tested, 0.02% active;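 also: potency is read from the fitted curve at half-maximal effect; 0% = DMSO controls and full agonism = EC100 isoproterenol or metaproterenol; nearly all actives have a fitted effect of over 65% in size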
Target sequence (P07550 whole entry, looked up): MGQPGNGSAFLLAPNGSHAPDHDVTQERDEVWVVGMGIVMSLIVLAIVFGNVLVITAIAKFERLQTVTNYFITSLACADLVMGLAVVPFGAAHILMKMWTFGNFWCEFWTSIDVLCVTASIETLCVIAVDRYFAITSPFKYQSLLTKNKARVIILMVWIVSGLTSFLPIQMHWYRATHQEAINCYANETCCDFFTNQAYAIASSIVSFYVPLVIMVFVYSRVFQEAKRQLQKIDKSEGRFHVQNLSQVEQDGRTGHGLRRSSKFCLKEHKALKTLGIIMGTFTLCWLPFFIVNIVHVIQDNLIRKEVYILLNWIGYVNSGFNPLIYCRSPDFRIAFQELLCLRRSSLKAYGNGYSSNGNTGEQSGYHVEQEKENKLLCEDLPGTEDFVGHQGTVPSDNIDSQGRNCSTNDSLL
S-ASM inh: Inhibitors of Secretory Acid Sphingomyelinase (S-ASM): qHTS; Potency, µM (doses to about 57.5 µM), without a hit: top-dose activity change, negative = inhibition, actives largely listed as inhibitors; 340,000 tested, 0.006% active; Sphingomyelin phosphodiesterase (Homo sapiens), P17405; placental ASM, HMU-PC fluorogenic substrate, 60 min; also: potency is read from the fitted curve at half-maximal effect
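qHTS format. ASM enzyme prepared from human placenta hydrolyses the fluorogenic substrate HMU-PC0 (9 uM final) over 60 min at 37 °C after a 10 min compound preincubation.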
Integrin act MD: qHTS for Activators of Integrin-Mediated Alleviation for Muscular Dystrophy. alpha7betagal myoblasts, beta-gal FDG fluorescence, 48 h. Potency, µM (series often up to 38.3 µM), inactives show at the highest dose activation, actives largely listed as activators. 350,000 tested, 0.064% active. AID 624291, 2012;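 also: potency is read from the fitted curve at half-maximal effect; 100% = response of the positive control SU9516; nearly all actives have a fitted effect of over 60% in size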
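alpha7betagal+/- myoblasts (passage 13, 250/well) treated 48 h at 37C with compounds at 1:260 dilution of DMSO stock. Lysed, then beta-galactosidase activity read as FDG fluorescence (ex 480/em 540) after 30 min, with pre-read for autofluorescence.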
USP2a inh: qHTS Assay for Inhibitors of Ubiquitin-specific Protease USP2a Using CHOP2 as the Reporter. USP2 core, Ub-CHOP2 coupled fluorogenic reporter, 485/531. 330,000 tested, 0.01% active. Potency, µM (series often up to 38.3 µM), for inactives: top-dose activity change, negative = inhibition, most hits filed as inhibitors. Ubiquitin carboxyl-terminal hydrolase 2 (Homo sapiens), O75604. AID 463254, 2010;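 also: potency is read from the fitted curve at half-maximal effect; plate controls were DMSO wells for no effect and full inhibition by NEM control for full effect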
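USP2 core (10nM final) preincubated 30min RT with compound in 20mM Tris-HCl pH 8.0, 2mM CaCl2, 2mM beta-mercaptoethanol, 0.05% CHAPS; 25nM Ub-CHOP2 plus 25nM reporter substrate added, fluorescence (Ex485/Em531) read after 60min.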
ELG1 genotox: qHTS screen for small molecules that induce genotoxicity in human embryonic kidney (HEK293T) cells expressing luciferase-tagged ELG1 | HEK293T ELG1-luciferase reporter, luminescence, 16 h | Potency, µM (top dose mostly 46 µM), inactives show at the top dose activity change, positive = activation, usual class: activators | 330,000 tested, 1.3% active | AID 504466, 2011; also: potency is read from the fitted curve at half-maximal effect; % of control where 0% means no effect; nearly all actives have a fitted effect of over 60% in size
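HEK293T cells expressing luciferase-tagged ELG1 were exposed to compound or DMSO vehicle for 16 hr at 37 °C and 5% CO2. Luciferase activity was then measured with ONE-Glo after 30 min at room temperature.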
uPA surface inh: qHTS for Inhibitors of Cell Surface uPA Generation. AID 540303, 2011. 330,000 tested, 0.31% active. Potency, µM (series often up to 38.3 µM), without a hit: top-dose activity change, negative = inhibition, most hits filed as inhibitors. cell surface uPA generation assay, qHTS; active = well fitted inhibition curve with a large enough effect; inconclusive = small, poorly fitted or top-dose-only effect; inactive = no such curve, though single readings can be large or run the other way; tested in mouse RAW 264.7 cells; also: potency is read from the fitted curve at half-maximal effect; % is scaled to controls: 0 for no effect and ±100 for the full control effect; nearly all actives have a fitted effect of over 55% in size
PTAP TSG101 blk: qHTS Assay for Iinhibitors of HIV-1 Budding by Blocking the Interaction of PTAP/TSG101; Tumor susceptibility gene 101 protein (Homo sapiens), Q99816; Fluorescence polarization, FITC-PTAP peptide / Tsg101 binding; Potency, µM (highest dose often 115 µM), inactives show at the top dose activity change, negative = inhibition, hits mostly inhibitors; 340,000 tested, under 10 active; active = well fitted inhibition curve with a large enough effect in the main read-out, with a control signal flat, not every such curve was filed as active; inconclusive = small, poorly fitted or top-dose-only effect, or effect the other way, or a change in a side signal; inactive = no such curve, though single readings can be large or run the other way; also: potency is read from the fitted curve at half-maximal effect; % of control where 0% means no effect
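Tsg101 binding domain (10 uM final) was mixed with compound and a FITC-labeled PTAP peptide (50 nM final) in HEPES pH 7.5 buffer with NaCl, Tween 20, EDTA and TCEP; fluorescence polarization was read after 20 min at r.t.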
p53 reactivation: qHTS assay for re-activators of p53 using a Luc reporter; H1299 p53-A138V BP100-luciferase reporter, luminescence, 24 h; Potency, µM (titrated, usually from 92.2 µM), inactives show at the highest dose activity change, positive = activation, actives largely listed as activators; 320,000 tested, 0.063% active; AID 504706, 2011; also: potency is read from the fitted curve at half-maximal effect; % of control where 0% means no effect; nearly all actives have a fitted effect of over 45% in size
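p53-null H1299 cells stably carrying temperature-sensitive p53-A138V and a BP100-luciferase reporter were pinned with compounds (4-point, 1:5 series) and held 24 hrs at 37 deg C. Luminescence was read 10 min after detection reagent.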
BRCA1 expr act: qHTS Assay to Identify Small Molecule Activators of BRCA1 Expression. MCF7-BRCA1-FFLuc reporter, luminescence, 48 h; response scale: scaled: vehicle 0%, 10 µM genistein 100%. Potency, µM (series often up to 46.1 µM), for the others: at the top dose activation, hits mostly activators. 380,000 tested, 1.1% active. AID 624202, 2012; also: potency is read from the fitted curve at half-maximal effect; nearly all actives have a fitted effect of over 80% in size; some results filed as inactive show a strong effect at the top dose
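MCF7-BRCA1-FFLuc, 2000 cells/well; 2 h attach, 37 °C/5% CO2; compound 48 h; luciferase substrate 15 min; luminescence end-point. Norm. to genistein 10 microM max activation and DMSO; concentration-response curves fitted.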
TRPV1 ag: HTS Assay for Compounds that Act as Agonists of the Vanilloid Receptor 1; AID 540275, 2011; TRPV1-expressing cells, Fluo-8 calcium influx, agonist mode; activation, % at 8.33 µM; 320,000 tested, 0.19% active; in the data active = activation above about 80%; inconclusive = between about 30% and that limit; also: 0% is about no effect
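Cells expressing TRPV1 were dye-loaded with Fluo-8 and read kinetically: 10 s baseline, 3 min after compound (agonist portion), then 2 min after EC20 capsaicin (allosteric enhancer portion). Calcium-bound dye fluorescence at 480/520 nm.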
The depositor's hits bear a star; ? = inconclusive; / = not tested or not shown; [ ] = remark or other dose. Unless noted, calls follow the shape of the dose curve; as a rule, active = well fitted curve in the direction sought with a large enough effect; inconclusive = small, poorly fitted or top-dose-only effect, or another doubt; inactive = no such curve, though single readings can be large; an effect the other way counts as inactive or inconclusive.

Values in the order – TRPV1 ag	B2AR arrestin	USP2a inh	p53 reactivation	Integrin act MD	BRCA1 expr act	PTAP TSG101 blk	S-ASM inh	uPA surface inh	Eya2 phos inh	ELG1 genotox
1: CC(Oc1ccc(Cl)cc1Cl)C(=O)NNC(=O)c1cccnc1 (configuration not stated)
    2.0	-1.2%	-0.1%	-0.7%	?	-13.0%	-5.2%	1.3%	-0.3%	9.7%	3.4%
2: C(=C\c1ccccc1)/CN1CCN(Cc2ccc3c(c2)OCO3)CC1
    2.1	-0.8%	-0.9%	8.9%	-29.6%	-1.6%	-1.0%	1.0%	-2.8%	-19.9%	-1.3%
3: CC(C)(C)c1nn(-c2ccccc2)c2[nH]c(=O)c(C=O)cc12
    -0.8	0.3%	2.0%	/	-6.2%	-67.4%	-4.0%	1.4%	?	-2.0%	1.5%
4: O=C(NC(=S)N1CCN(c2nc(-c3ccccc3)cs2)CC1)c1cncc(Br)c1
    2.4	-0.1%	1.2%	-2.2%	?	-32.7%	-5.7%	-7.5%	0.3%	-0.5%	-12.3%
5: CCOc1ccc(C(=O)Nc2ccccc2N2CCOCC2)cc1
    16.4	0.0%	-1.2%	1.4%	-0.4%	1.6%	-2.7%	-0.3%	2.6%	-12.8%	6.6%
6: COc1cccc(NS(=O)(=O)c2ccc3[nH]cc(C(=O)NCCCOC(C)C)c(=O)c3c2)c1
    -2.2	3.6%	0.0%	?	-4.4%	-40.9%	-1.8%	-0.2%	1.8%	12.3%	0.8%
7: COc1ccc(NC(=S)NC(=O)c2cncc(Br)c2)c(OC)c1
    4.4	-0.6%	-0.2%	0.0%	17.9%	-18.5%	0.9%	-4.9%	4.4%	-0.7%	1.8%
8: CCCOc1ccc(NC(=O)CC2C(=O)N(CC)C(=S)N2Cc2cccs2)cc1 (configuration not stated)
    -0.8	-0.5%	4.5%	4.2%	7.3%	-22.8%	-2.6%	-9.5%	/	-18.7%	-9.8%
9: O=C(NCc1ccco1)C12CN(Cc3ccccc3)CC1C(c1cccc([N+](=O)[O-])c1)=NO2 (configuration not stated)
    -1.0	0.1%	-0.4%	4.0%	7.9%	-21.3%	-1.9%	-0.7%	17.1%	-13.3%	0.7%
10: COC(=O)/C(C#N)=C/c1c[nH]c2ccccc12
    -1.6	-0.1%	-1.7%	19.3%	31.4%	0.0%	0.4%	3.4%	-3.5%	5.2%	?
11: CC(C)n1nnnc1SCC(=O)NNC(=O)C1CCCCC1
    0.0	-0.2%	1.0%	-2.2%	-36.6%	1.4%	-3.9%	-1.3%	9.6%	-1.3%	2.1%
12: O=C(NCc1ccccc1OC(F)(F)F)C1CCC(=O)N(CCc2ccccn2)C1 (configuration not stated)
    /	/	/	/	23.7%	-8.0%	-0.9%	-1.4%	1.0%	/	/
13: Cc1cc(NC(=O)Cc2ccccc2)nc2c1c(=O)oc1ccccc12
    ?	-0.3%	0.4%	1.4%	-11.1%	0.0%	2.2%	9.8%	9.2%	10.2%	0.0%
14: COc1cc(NC(=O)Nc2c(C)n(C)n(-c3ccccc3)c2=O)cc(OC)c1OC
    -1.2	3.6%	-0.4%	/	-7.0%	-4.3%	-0.6%	0.2%	1.5%	12.5%	1.6%
15: O=C(CC(SCCO)c1ccc(F)cc1)c1ccco1 (configuration not stated)
    -7.4	0.1%	-0.2%	-16.8%	-32.2%	-5.7%	-6.8%	1.0%	-9.9%	3.3%	6.6%
16: N#Cc1cnc2cc(-c3ccccc3)nn2c1N
    4.9	-0.9%	5.0%	8.9%	-11.3%	17.2%	-4.2%	-4.4%	-2.6%	-15.1%	13.5%
17: CCOc1ccc(-n2c(SCC(=O)Nc3ccc4c(c3)OCCO4)nc3c(c2=O)SCC3)cc1
    2.2	-0.1%	0.3%	1.5%	-27.4%	0.8%	-2.9%	-2.0%	3.1%	-3.8%	2.8%
18: CC(C)(C)/C(O)=C/c1nc2cc(Cl)ccc2oc1=O
    0.4	-1.0%	0.5%	7.0%	-49.5%[inhibitor]	-20.2%	-0.2%	3.5%	-14.3%	5.0%	-0.7%
19: CC(C)NC(=S)N/N=C/c1ccc2c(c1)OCCO2
    -2.7	-1.8%	-1.5%	17.0%	19.3%	96.9%	-8.6%	-3.8%	3.6%	2.1%	10.8%
20: CCc1ccc(C(=O)NNC(=S)Nc2ccc(S(N)(=O)=O)cc2)s1
    0.6	-0.1%	-0.5%	16.2%	6.8%	6.0%	1.0%	-2.1%	1.6%	-4.6%	4.1%
21: COc1ccc(Cl)cc1NC(=O)c1ocnc1C
    9.1	-1.0%	-2.4%	-9.7%	11.2%[7.66 µM]	-26.3%	-5.0%	2.2%	/	10.9%	-0.5%
22: Cc1ccc(-c2c(C(=O)N/N=C/c3ccc(C)o3)nnn2-c2nonc2N)cc1
    3.7	2.5%	1.3%	-4.3%	28.0%	-25.5%	-6.0%	-2.3%	6.4%	2.5%	1.3%
23: O=C(NCc1cccnc1)c1ccccc1NS(=O)(=O)c1ccc(Br)cc1
    /	-0.6%	-1.0%	-0.2%	19.3%	0.4%	-6.3%	0.9%	-5.7%	7.0%	2.4%
24: CCOC(=O)C(NC(C)=O)(Nc1ccc(S(N)(=O)=O)cc1)C(F)(F)F (configuration not stated)
    0.6	-0.3%	0.4%	-3.0%	-8.1%	9.3%	-0.6%	3.6%	0.1%	7.6%	1.5%
25: CCOC(=O)CON1C(=O)c2ccccc2C1=O
    -2.3	-1.2%	-0.6%	-0.4%	-7.5%	10.3%	-1.1%	0.6%	2.7%	2.7%	0.3%
26: CCOc1ccccc1C(=O)Nc1cc(Cl)ccc1O
    0.8	-0.1%	-1.4%	-4.6%	-23.2%	-63.2%	-1.2%	-11.6%	-5.2%	-7.8%	-5.7%
27: Cn1c(=O)c(C(=O)NCc2ccc(F)cc2)c(O)c2ccccc21
    0.5	-1.0%	-0.5%	/	0.3%	5.9%	-5.0%	-0.9%	9.7%	0.1%	0.4%
28: Cc1cc(NC(=O)COc2ccccc2)ccc1Cl
    ?	-0.4%	-1.3%	5.8%	?	14.3%	-5.5%	-2.1%	15.1%	-5.2%	?
29: Cc1ccc(C(C)NC(=O)c2ccc3c(c2)OCCO3)cc1C (configuration not stated)
    26.5	-0.5%	0.7%	/	7.9%	-63.3%	-2.5%	-3.5%	-9.1%	-13.6%	-4.0%
30: CCOc1ccc(S(=O)(=O)N2CCN(c3ccccc3)CC2)c2cccnc12
    -2.8	-0.9%	-8.7%	-3.7%	-11.0%	-14.4%	-1.2%	-4.4%	0.9%	4.7%	-6.0%
31: Nc1nc2ccccc2n1CCOc1ccc(F)cc1
    -4.4	-1.4%	1.6%	?	-14.2%	27.0%	-0.3%	-1.1%	-1.7%	-0.7%	-9.2%
32: O=C(O)CCC(=O)Nc1cccc2cccnc12
    -0.1	0.0%	0.6%	0.4%	14.8%	-20.5%	-2.2%	-4.5%	1.5%	-11.8%	-0.9%
33: O=C1CCN(Cc2ccccc2)CCN1[C@H](CO)Cc1ccccc1
    2.4	0.5%	-1.7%	/	9.5%	5.7%	-1.1%	7.1%	9.1%	8.6%	1.9%
34: CCOc1ccc(NC(c2ccccc2)P(=O)(OC)OC)cc1 (configuration not stated)
    -2.1	-4.2%	1.0%	/	-19.2%	28.6%	-5.0%	4.5%	-1.9%	-2.5%	-1.7%
35: O=c1c2[nH]c3ccc(F)cc3c2ncn1CCC1=CCCCC1
    -0.1	0.5%	1.1%	3.1%	6.2%	81.1%	-0.4%	-2.2%	-0.4%	0.6%	14.1%
36: FC(F)(F)c1ccccc1-n1c(-c2ccco2)n[nH]c1=S
    2.1	0.3%	0.2%	19.0%	-3.4%	11.6%	-1.0%	3.6%	7.1%	?	14.4%

Bioassay records from PubChem BioAssay.
